# TROY NFkB inh: inhibitors of TROY-driven NF-kB signaling, primary screen, Q293 LMP1-TROYcd cells, NF-kB luciferase, uHTS | AID 1347056, 2019 | inhibition, % at 10 µM | hit rate 0.98% among 360,000 | Q293 LMP1-TROYcd NF-kB luciferase reporter, 4 h;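 active = compounds whose plate-normalised and pattern-corrected inhibition of the luciferase reporter signal at the single screening dose is 50% or more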
# SRC3 inh: SRC3 coactivator transcriptional activity inhibitors, primary screen, cell-based, luminescence | HEK293 GAL4-SRC3 luciferase reporter | inhibition, % at 3.6 µM | hit rate 0.17% among 360,000 | AID 588352, 2011;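 active = inhibition above a per-campaign cutoff, the mean of all compounds plus 3 SD, cut at about 60% in these data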;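 note: 0% = DMSO-treated cells and 100% = gossypol-treated cells at 36 µM; higher means less SRC3-driven luciferase light from the GAL4 reporter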
# NOD2-RIPK2 inh: NOD2-RIPK2 binding disruptors in cells, primary screen, fluorescence, CHO cells, BLA complementation. CCF4 ratio. inhibition, % at 4.98 µM. hit rate 0.38% among 360,000; in the data active = inhibition above about 21%;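 note: 0% = vehicle only and 100% = reference blocker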
# TWEAK Fn14 block: inhibitors of TWEAK-Fn14 signaling, primary screen, luciferase reporter cells, uHTS; AID 1159606, 2016; hit rate 2% among 360,000; TWEAK-stimulated Fn14 reporter cells, luciferase luminescence, 8 h; inhibition, % at 10 µM; in the data active = inhibition above about 50%
# Granule exo inh: LAMP-1 surface exposure blockers, TALL-104 cells – cell-based, flow cytometry, MLPCN library, primary screen; TALL-104 LAMP-1 surface exposure; cells stimulated with thapsigargin and PMA; inhibition, % at 10 µM; hit rate 0.66% among 360,000; AID 651702, 2012;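 active = inhibition above about 55%, limit read from the data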
# SRC2 inh: inhibition of GAL4-SRC2 driven luciferase reporter, primary screen, SRC2 inhibitor project, cell-based, luminescence; inhibition, % at 9 µM; hit rate 0.17% among 370,000; Nuclear receptor coactivator 2 (Homo sapiens), Q15596; HEK293 GAL4-SRC2 luciferase reporter;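 active = inhibition above the mean inhibition of all tested compounds plus 3 SD, set per campaign, cut at about 52% in these data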;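 note: 0% = DMSO treated cells and 100% = cells given Gossypol at 36 µM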
# Target sequence (Q15596 whole entry, looked up, the tested form may be a part): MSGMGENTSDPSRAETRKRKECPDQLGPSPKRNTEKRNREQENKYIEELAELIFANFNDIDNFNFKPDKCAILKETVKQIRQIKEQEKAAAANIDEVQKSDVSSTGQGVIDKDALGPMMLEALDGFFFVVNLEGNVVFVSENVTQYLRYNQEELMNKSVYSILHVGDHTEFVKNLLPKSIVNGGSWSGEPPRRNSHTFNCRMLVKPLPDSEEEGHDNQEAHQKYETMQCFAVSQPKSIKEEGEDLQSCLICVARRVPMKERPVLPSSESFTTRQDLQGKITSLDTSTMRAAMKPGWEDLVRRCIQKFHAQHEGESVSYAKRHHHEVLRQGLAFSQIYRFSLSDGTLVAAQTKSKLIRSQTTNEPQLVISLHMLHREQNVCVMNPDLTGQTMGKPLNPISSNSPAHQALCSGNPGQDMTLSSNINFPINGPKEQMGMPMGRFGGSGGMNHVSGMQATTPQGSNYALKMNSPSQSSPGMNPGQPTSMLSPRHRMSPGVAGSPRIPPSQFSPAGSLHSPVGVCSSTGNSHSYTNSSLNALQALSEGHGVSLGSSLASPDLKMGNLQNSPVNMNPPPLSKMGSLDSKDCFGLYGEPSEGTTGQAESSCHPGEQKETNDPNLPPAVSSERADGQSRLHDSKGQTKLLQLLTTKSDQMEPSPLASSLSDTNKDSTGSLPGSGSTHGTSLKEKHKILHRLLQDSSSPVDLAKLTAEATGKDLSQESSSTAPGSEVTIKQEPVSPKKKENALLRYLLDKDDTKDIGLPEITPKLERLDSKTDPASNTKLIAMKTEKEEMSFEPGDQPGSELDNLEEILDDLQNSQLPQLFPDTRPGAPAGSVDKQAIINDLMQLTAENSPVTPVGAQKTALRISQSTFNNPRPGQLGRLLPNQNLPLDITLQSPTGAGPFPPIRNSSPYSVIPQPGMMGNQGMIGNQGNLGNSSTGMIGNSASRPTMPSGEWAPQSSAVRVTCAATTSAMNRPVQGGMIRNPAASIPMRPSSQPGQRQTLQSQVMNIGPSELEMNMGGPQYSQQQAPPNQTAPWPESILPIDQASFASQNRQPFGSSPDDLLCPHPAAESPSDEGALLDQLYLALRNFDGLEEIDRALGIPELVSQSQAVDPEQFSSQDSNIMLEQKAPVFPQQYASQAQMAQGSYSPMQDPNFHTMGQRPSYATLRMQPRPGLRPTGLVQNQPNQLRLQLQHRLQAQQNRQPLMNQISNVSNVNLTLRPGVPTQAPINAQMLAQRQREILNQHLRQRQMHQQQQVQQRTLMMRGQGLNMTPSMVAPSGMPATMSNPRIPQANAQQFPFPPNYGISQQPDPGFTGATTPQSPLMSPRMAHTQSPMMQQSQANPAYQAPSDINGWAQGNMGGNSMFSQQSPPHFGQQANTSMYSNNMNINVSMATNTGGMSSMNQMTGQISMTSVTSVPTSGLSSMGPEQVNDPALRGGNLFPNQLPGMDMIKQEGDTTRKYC
# NCOA1 inh: SRC1 coactivator transcriptional activity inhibitors, primary screen, cell-based, luminescence; Nuclear receptor coactivator 1 (Homo sapiens), Q15788; HEK293 GAL4-SRC1 luciferase reporter; inhibition, % at 3.6 µM; hit rate 0.12% among 360,000; AID 588354, 2011;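 active = inhibition above the campaign mean plus 3 SD, with each screening campaign given its own cutoff, cut at about 60% in these data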;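 note: 0% = DMSO treated cells and 100% = gossypol at 36 µM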
# COUP-TFII inh: NR2F2 transcriptional activity inhibitors, primary screen, cell-based, luciferase reporter, HEK293T, luminescence | COUP transcription factor 2 (Homo sapiens), P24468 | HEK293T NGFI-A luciferase reporter | inhibition, % at 8.6 µM | hit rate 0.7% among 370,000;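 active = inhibition above a per-plate cutoff, mean inhibition of test wells between control levels plus 3 SD, cut at about 38% in these data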;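 note: cells cotransfected with COUP-TFII expression vector driving the NGFI-A reporter; 0% = median of COUP-TF2 test wells and 100% = reporter-only cells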
# ABHD5 PLIN5 PPI: ABHD5-PLIN5 interaction inhibitors, primary screen, cell lysate, split luciferase complementation, luminescence. AID 602281, 2012. Split G. princeps luciferase complementation, 4 h. hit rate 0.78% among 360,000. Perilipin-5 (Homo sapiens) + 1-acylglycerol-3-phosphate O-acyltransferase ABHD5 (Homo …. inhibition, % at 4 µM;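 active = inhibition above the mean inhibition across every tested compound plus 3 SD, cut at about 22% in these data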;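 note: 0% = DMSO only wells and the 100% control is not disclosed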
# LRH-1 inv ag: LRH-1 (NR5A2) inverse agonists, primary screen, cell-based, luminescence, HEK293T, StAR-luciferase reporter; hit rate 0.13% among 360,000; inhibition, % at 3.6 µM; LRH-1 transfected, 24 h;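 active = inhibition above the mean inhibition of all tested compounds plus 3 SD, cut at about 73% in these data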;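 note: 0% = DMSO wells and 100% = reporter-only cells lacking LRH-1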
# TLR9-MyD88 block: inhibitors of TLR9-MyD88 association in cells, primary screen, cell-based, CHO, BLA complementation, fluorescence; Toll-like receptor 9 (Homo sapiens) + Myeloid differentiation primary response protein …; CCF4 FRET ratio; inhibition, % at 4.98 µM; hit rate 0.21% among 340,000; AID 504734, 2011;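 active = inhibition above the mean over all tested compounds plus 3 SD, cut at about 21% in these data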;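 note: 0% = DMSO only wells and 100% = clavulanate BLA inhibitor control wells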
# Active calls of the source: *; x = not tested or not shown. Only part of the results is shown. The share of hits here may be higher or lower than overall.
SMILES,TROY NFkB inh,SRC3 inh,NOD2-RIPK2 inh,TWEAK Fn14 block,Granule exo inh,SRC2 inh,NCOA1 inh,COUP-TFII inh,ABHD5 PLIN5 PPI,LRH-1 inv ag,TLR9-MyD88 block
COc1ccc(COc2ccc3c(C)cc(=O)oc3c2)cc1,-27,-78,7,-40,75*,-40,-73,-52,7,-45,-2
O=C(NCc1ccc2c(c1)OCO2)c1cc(F)c(F)cc1Cl,-22,-36,0,-16,-1,5,-5,-24,-7,11,-10
C#CCNc1ccc([N+](=O)[O-])cc1,-12,8,-4,-10,-1,0,-8,11,1,12,4
O=C(CCCOc1ccc(Br)cc1)NNC(=O)c1ccncc1,-14,16,6,-1,5,11,5,-5,8,12,1
Cc1ccc(OCC(=O)O/N=C(\N)c2ccccn2)cc1,-42,-89,-8,17,1,-42,-109,-39,2,-119,6
O=C(COc1ccc2c(c1)oc(=O)c1ccccc12)N[C@@H](Cc1c[nH]c2ccccc12)C(=O)O,-1,-3,2,11,-4,6,-3,-5,-3,-3,9
O=C(C[n+]1ccc(/C=N/O)cc1)NC(=O)Nc1ccccc1,-3,4,0,4,2,-6,4,-6,-4,-6,-9
Cc1[nH]c2ccccc2c1C(=O)CNc1nccs1,-9,-7,-5,2,1,-1,-18,-2,1,-15,3
COc1ccc(CCNC(=O)c2ccc(N(C)S(=O)(=O)c3ccc(C)cc3)cc2)cc1,3,11,0,2,2,8,-5,7,-3,10,11
C/C(=N\OC(=O)NC(C)C)c1sc(-c2ccccc2)nc1C,-41,-90,4,-15,-1,-95,-94,-8,7,-51,6
Cc1cc(C)c(NS(=O)(=O)c2ccc(Cl)c(C(=O)O)c2)c(C)c1,8,-8,-11,-1,0,-26,4,-11,10,8,0
CCN(CC)CCN(C(=O)c1ccc(C(C)=O)cc1)c1nc2ccc(Cl)cc2s1,22,7,-3,-13,4,3,6,-20,3,-8,6
CCN(CC(=O)Nc1ccccc1C(F)(F)F)C(=O)Cc1ccc2c(c1)CCC2,-9,16,-11,-2,12,-2,-24,12,5,4,-15
Cc1cc(Br)c(OCC(=O)NN)c2c1CCC2,-5,18,-14,3,2,20,-31,-7,2,7,-10
CC(C)(Oc1cccc2ccccc12)C(=O)O,8,-1,-4,-6,-1,7,-11,5,0,-2,-7
CC1(C)Cc2c(c(=S)nc(-c3ccccc3)n2CCO)CO1,21,-11,-6,3,-1,-2,-3,2,-6,19,4
O=C(NCc1nnc(SCC(=O)N2CCCc3ccccc32)o1)c1c(F)cccc1Cl,22,17,-8,9,-13,13,10,22,1,2,-3
CCOC(=O)C(CCc1nnc(N)s1)C(=O)OCC,-21,3,2,8,2,9,-37,-6,8,10,2
CC(=O)N1c2ccc(S(=O)(=O)NCCC(=O)Nc3ccc(OC(F)(F)F)cc3)cc2CC1C (stereo not given),-6,-3,-2,-1,2,5,8,25,1,-17,-1
CCCOc1ccc(-c2csc(N)n2)cc1[N+](=O)[O-],-63,-68,4,-34,2,-46,-81,-38,-1,-122,2
Cc1nc2ccccc2n1CC(=O)OCC(=O)NCCc1ccccc1,-6,-7,-6,-14,-5,-26,-10,-24,7,-26,3
CN(Cc1ccccc1)S(=O)(=O)c1cccc2nsnc12,3,9,-1,10,-1,-21,3,8,0,3,0
COc1ccccc1S(=O)(=O)Cc1ccc(C(=O)NCc2ccccc2)o1,-40,0,-14,4,-11,-1,-8,-17,2,1,-1
CC(=O)c1cccc(NC(=O)c2cc(-n3cnnc3)ccc2Cl)c1,6,18,6,-3,0,-11,5,3,-4,1,-6
Cc1ccc(Cc2c(C3CCCCC3)nc3c(C)cc(Br)cn23)cc1,-19,x,-4,57*,-4,19,x,11,7,26,x

# Some of the entries so far, with values under each structure:
# Fields: TROY NFkB inh | SRC3 inh | NOD2-RIPK2 inh | TWEAK Fn14 block | Granule exo inh | SRC2 inh | NCOA1 inh | COUP-TFII inh | ABHD5 PLIN5 PPI | LRH-1 inv ag | TLR9-MyD88 block
COc1ccc(COc2ccc3c(C)cc(=O)oc3c2)cc1
 : -27 | -78 | 7 | -40 | 75* | -40 | -73 | -52 | 7 | -45 | -2
O=C(NCc1ccc2c(c1)OCO2)c1cc(F)c(F)cc1Cl
 : -22 | -36 | 0 | -16 | -1 | 5 | -5 | -24 | -7 | 11 | -10

# Reformatted: eight of the compounds above.
# Below each compound – TROY NFkB inh	SRC3 inh	NOD2-RIPK2 inh	TWEAK Fn14 block	Granule exo inh	SRC2 inh	NCOA1 inh	COUP-TFII inh	ABHD5 PLIN5 PPI	LRH-1 inv ag	TLR9-MyD88 block
CCOC(=O)C(CCc1nnc(N)s1)C(=O)OCC
  -21	3	2	8	2	9	-37	-6	8	10	2
CC(=O)N1c2ccc(S(=O)(=O)NCCC(=O)Nc3ccc(OC(F)(F)F)cc3)cc2CC1C (stereo not given)
  -6	-3	-2	-1	2	5	8	25	1	-17	-1
CCCOc1ccc(-c2csc(N)n2)cc1[N+](=O)[O-]
  -63	-68	4	-34	2	-46	-81	-38	-1	-122	2
Cc1nc2ccccc2n1CC(=O)OCC(=O)NCCc1ccccc1
  -6	-7	-6	-14	-5	-26	-10	-24	7	-26	3
CN(Cc1ccccc1)S(=O)(=O)c1cccc2nsnc12
  3	9	-1	10	-1	-21	3	8	0	3	0
COc1ccccc1S(=O)(=O)Cc1ccc(C(=O)NCc2ccccc2)o1
  -40	0	-14	4	-11	-1	-8	-17	2	1	-1
CC(=O)c1cccc(NC(=O)c2cc(-n3cnnc3)ccc2Cl)c1
  6	18	6	-3	0	-11	5	3	-4	1	-6
Cc1ccc(Cc2c(C3CCCCC3)nc3c(C)cc(Br)cn23)cc1
  -19	x	-4	57*	-4	19	x	11	7	26	x

# (continued)
SMILES,TROY NFkB inh,SRC3 inh,NOD2-RIPK2 inh,TWEAK Fn14 block,Granule exo inh,SRC2 inh,NCOA1 inh,COUP-TFII inh,ABHD5 PLIN5 PPI,LRH-1 inv ag,TLR9-MyD88 block
CC(NC(=O)c1cn(C(C)c2ccccc2F)nn1)c1ccncc1 (stereo not given),19,16,8,-3,4,10,12,-6,4,6,5
O=C(CNC(=O)Cc1ccccc1)NCC(=O)OCC(=O)c1cccc2ccccc12,-2,6,-1,-2,0,16,-11,8,3,-4,-2
COC(=O)c1ccc(CNC(=O)C2CCC(=O)N(Cc3ccccn3)C2)cc1 (stereo not given),-5,6,-30,-4,-1,-57,-6,-2,10,7,-6
Nc1ccccc1OCCOc1ccccc1N,-14,-27,-4,-1,9,-46,-10,2,12,-4,-1
COc1cccc(-c2ccc(NC(=O)C3CCCN(Cc4cnc(C)s4)C3)cc2)c1 (stereo not given),13,-5,3,17,3,-5,-20,4,5,-3,-9
COc1ccc2nc(N/C(=N/S(=O)(=O)c3cccs3)c3ccccc3Cl)sc2c1,-17,3,-10,12,-1,4,4,14,3,-3,-2
COC(=O)[C@]12CCCCC=C1N(Cc1ccco1)C(=O)[C@H](CC(=O)NCC1CCCCC1)C2,-2,x,1,-3,0,2,x,0,4,-38,x
O=C(c1ccccc1NS(=O)(=O)c1ccc2c(c1)OCCO2)N1CCOCC1,-3,-22,1,8,11,-25,-13,8,-7,6,4
Cc1ccc2nc(SCC(=O)Nc3cccc(Cl)c3)nc(=O)n2c1,-32,-4,-5,-18,0,-9,-22,-7,6,-25,-3
Cc1cc(C)n2c(Nc3c(C)cccc3C)c(CCc3ccccc3)nc2n1,-10,x,-2,-5,0,-8,x,-1,4,26,x
C=CCOC(=O)COc1ccc2c(C)c(C)c(=O)oc2c1,-10,7,-2,2,-6,-15,-1,14,-8,5,-1
COc1ccc(C(=O)N/C(=C\c2cn(C)c3ccccc23)C(=O)NCCN2CCOCC2)cc1OC,-16,13,-15,3,-13,-20,-14,-22,15,-3,0
Cc1ccc(C2(CCNCc3ccco3)CCOC(C(C)C)C2)cc1 (stereo not given),1,10,-10,13,-2,34,3,-9,2,-5,-2
COc1ccc(Cl)cc1NC(=O)CCc1nnc2ccc(N3CCC4(CC3)OCCO4)nn12,-6,5,-4,-14,-2,-43,-13,-5,3,-5,-5
O=C1CCCN1CC(=O)N1CCCC(N2CCN(c3cccc(Cl)c3)CC2)C1 (stereo not given),-9,6,-1,-26,5,-38,-11,-13,-5,-15,2
Cc1ccc(NCc2nnc(SCC(=O)NCc3ccco3)n2CC2CCCO2)cc1Cl (stereo not given),9,2,10,1,0,-3,-1,-7,-1,-6,-7
C#CCOCCOCCOCCNc1nc(N2CCN(C(=O)[C@H]([C@@H](C)O)n3cc(CCCCN)nn3)CC2)nc(N2CCN(C(=O)[C@H](Cc3ccc(O)cc3)n3cc(CCO)nn3)CC2)n1,-8,-29,-6,-4,14,15,-47,29,2,13,0
COc1ccccc1C(=O)Nc1onc(C)c1C#N,-5,-4,-6,1,1,-8,-2,4,1,-10,22*
CCC(CC)C(=O)NCCc1ccc(F)cc1,-3,6,10,-2,-1,8,3,1,-2,6,-2
Cc1c(NC(=O)COc2ncnc3c(Cl)cc(Cl)cc23)c(=O)n(-c2ccccc2)n1C,-13,1,-6,-9,-4,-33,3,-4,-5,18,3
CC1(C)C(=O)OC(C(=O)c2ccc(C(C)(C)C)cc2)C(C)(C)C1=O (stereo not given),-15,-32,-5,-3,0,-14,-16,1,-11,1,9
O=C(Nc1ccc(Cl)cc1)c1cnc(-c2ccccc2)nc1-c1ccccc1,-7,1,0,-13,1,-8,-5,-8,8,-7,-2
CCOC(=O)NC(=O)CSc1nc(C)cc(C)c1C#N,-48,-84,3,32,0,-64,-106,-48,8,-117,0
CCOC(=O)N1CCN(C(=O)c2ccc(CS(=O)Cc3ccc(C)cc3)o2)CC1 (stereo not given),11,-14,-7,6,0,-22,-17,3,4,0,-1
O=[N+]([O-])c1cccc2c(Cl)ccnc12,-7,17,5,5,2,-16,7,12,4,-2,5
CCC(C)NC(=O)c1cn(-c2cccc(C)n2)cn1 (stereo not given),-25,-19,-5,-16,-1,-25,-33,-38,3,-57,8
COc1ccc(CNC(=O)C[C@H]2C[C@H](C(=O)N(C(C)C)C(C)C)[C@@]3(C)c4[nH]c5cc(CCC(=O)N(C)C)ccc5c4CCN3C2=O)cc1OC,7,1,8,6,-1,-15,5,-18,-1,-14,-10
Cc1nn(C(=O)c2ccco2)c(C)c1Br,6,1,-8,19,0,-13,-3,14,-2,2,-3
CCCc1ccc(C(=O)[C@@H]2[C@@H](C(C)=O)N3c4ccc(F)cc4C=C[C@@H]3[C@@]23C(=O)Nc2ccccc23)cc1,-5,5,1,2,4,-31,4,-8,-7,13,-1

# From PubChem BioAssay
